Screening results: PubChem BioAssay, National Center for Advancing Translational Sciences (NCATS)
BLM inh – qHTS Assay for Inhibitors of Bloom's syndrome helicase (BLM); RecQ-like DNA helicase BLM (Homo sapiens), P54132; recombinant BLM DNA unwinding, fluorescence dequenching; Potency, µM (highest dose often 56.1 µM), for inactives: top-dose activity change, negative = inhibition, usual class: inhibitors; hit rate 0.2% among 350,000; AID 2528, 2010;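 further: plate controls were vehicle for no effect and no enzyme for full effect; nearly all actives have a fitted effect of over 35% in size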
GLS inhibitor – qHTS for Inhibitors of Glutaminase (GLS). Potency, µM (highest dose often 45.5 µM), without a hit: at the highest dose activity change, negative = inhibition, most hits filed as inhibitors. hit rate 0.21% among 410,000. Glutaminase kidney isoform, mitochondrial (Homo sapiens), O94925. GLS enzymatic activity, qHTS titration; further: on the % scale 0 is the no-effect control and ±100 the full control effect
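Assay buffer: 45 mM KH2PO4 pH 8.2, 0.02% Tween-20. hKGA acts on L-glutamine (1 mM solution added); product glutamate is reported by an oxidase/peroxidase Amplex Red coupling, with fluorescence taken at baseline and 30 min.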
JMJD2A Tudor inh – qHTS Assay for Inhibitors of JMJD2A-Tudor Domain; AID 504339, 2011; hit rate 4.4% among 390,000; AlphaScreen JMJD2A-Tudor / H3K4me3 peptide binding; Potency, µM (top dose mostly 114 µM), for inactives: top-dose activity change, negative = inhibition, hits mostly inhibitors; further: on the % scale 0 is the no-effect control and ±100 the full control effect; nearly all actives have a fitted effect of over 50% in size
HP1b chromo inh – HTS for Inhibitors of HP1-beta Chromodomain Interactions with Methylated Histone Tails | Chromobox protein homolog 1 (Homo sapiens), P83916 | AlphaScreen HP1-beta / biotin-H3K9me3 peptide binding | Potency, µM (highest dose often 114 µM), without a hit: at the top dose activity change, negative = inhibition, usual class: inhibitors | hit rate 0.56% among 390,000; further: nearly all actives have a fitted effect of over 70% in size; inactives centre near 23
Target sequence (P83916 whole entry, looked up): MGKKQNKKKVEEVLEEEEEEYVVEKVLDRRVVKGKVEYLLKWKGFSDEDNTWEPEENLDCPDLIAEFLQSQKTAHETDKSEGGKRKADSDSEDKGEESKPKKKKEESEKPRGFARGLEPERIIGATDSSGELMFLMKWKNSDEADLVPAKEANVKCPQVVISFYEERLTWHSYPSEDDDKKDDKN
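HP1-beta protein (50 nM final) preincubated 30 min at room temperature with biotinylated H3(1-18)K9me3 peptide (50 nM) in PBS pH 7.4, 0.01% Tween-20, then compound added for 30 min. AlphaScreen streptavidin donor/nickel chelate acceptor beads (10 ug/mL final), 30 min dark, luminescence read.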
POLI inh – qHTS for Inhibitors of Polymerase Iota. hit rate 1% among 390,000. AID 588590, 2011. Pol iota fluorescent replication assay, 10 min. Potency, µM (series often up to 115 µM), for the others: at the highest dose activity, negative = inhibition, hits mostly inhibitors. DNA polymerase iota (Homo sapiens), Q9UNA4
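Pol iota at 10 nM preincubated 15 min with compounds at room temperature; reaction started with fluorescent substrate, 50 nM final. Fluorescence read kinetically at 0 and 10 min; buffer-only wells as negative control.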
G9a inh – qHTS Assay for Inhibitors of Histone Lysine Methyltransferase G9a. Potency, µM (doses to about 102 µM), without a hit: at the top dose activity, negative = inhibition, hits mostly inhibitors. Histone-lysine N-methyltransferase EHMT2 (Homo sapiens), Q96KQ7. G9a H3K9 monomethylation, AlphaScreen, 2 h. hit rate 8.8% among 350,000. AID 504332, 2011; further: on the % scale 0 is the no-effect control and ±100 the full control effect; nearly all actives have a fitted effect of over 75% in size
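Enzyme 20 nM + cpd, 15 min RT; add b-H3K9 pep 500 nM / SAM 20 uM; 2 h RT; anti-H3K9me1 Ab 0.5 ug/mL + SA donor / anti-rabbit acceptor beads 20 ug/mL each, 10 min; AlphaScreen read.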
Tb PGK inh – qHTS Assay to Find Inhibitors of Phosphoglycerate Kinase | PGK/GAPDH coupled, Kinase-Glo luminescence, 60 min | hit rate 0.043% among 380,000 | Potency, µM (series often up to 57.5 µM), for the others: top-dose activity change, negative = inhibition, most hits filed as inhibitors; further: on the % scale 0 is the no-effect control and ±100 the full control effect; nearly all actives have a fitted effect of over 60% in size
Target sequence (P07378 whole entry, looked up): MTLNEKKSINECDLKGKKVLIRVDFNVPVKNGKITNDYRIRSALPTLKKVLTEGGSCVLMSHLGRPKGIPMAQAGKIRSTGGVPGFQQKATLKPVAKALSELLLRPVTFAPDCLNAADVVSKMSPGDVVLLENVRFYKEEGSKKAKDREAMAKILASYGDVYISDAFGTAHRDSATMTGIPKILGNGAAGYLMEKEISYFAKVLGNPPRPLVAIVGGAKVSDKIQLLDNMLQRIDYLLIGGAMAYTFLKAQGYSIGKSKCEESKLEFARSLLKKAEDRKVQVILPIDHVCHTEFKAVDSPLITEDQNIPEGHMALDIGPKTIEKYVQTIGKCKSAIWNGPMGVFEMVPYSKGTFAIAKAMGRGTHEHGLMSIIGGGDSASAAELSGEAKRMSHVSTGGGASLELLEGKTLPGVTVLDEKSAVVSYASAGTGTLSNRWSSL
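Recombinant glycosomal PGK reaction used 1,3-bisphosphoglycerate generated in-well by GAPDH (100nM final) in 100mM TEA pH 7.6, 5mM MgCl2, 0.01% Tween-20. After 60 minutes at room temperature, ATP was read by Kinase-Glo Plus luminescence end-point.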
Pin1 inhibitor – qHTS Assay to Find Inhibitors of Pin1; hit rate 0.009% among 390,000; AID 504891, 2011; Potency, µM (doses to about 115 µM), for inactives: top-dose activity, negative = inhibition, hits mostly inhibitors; Pin1 FP peptide displacement, HiFluor488, 10 min; active means well fitted inhibition curve with a large enough effect in the polarisation, with a control signal flat, not every such curve was filed as active; inconclusive means small, poorly fitted or top-dose-only effect, or effect the other way, or a change in a side signal; inactive means no such curve, though single readings can be large or run the other way; the % refers to the polarisation; further: on the % scale 0 is the no-effect control and ±100 the full control effect
Target sequence (Q13526 whole entry, looked up): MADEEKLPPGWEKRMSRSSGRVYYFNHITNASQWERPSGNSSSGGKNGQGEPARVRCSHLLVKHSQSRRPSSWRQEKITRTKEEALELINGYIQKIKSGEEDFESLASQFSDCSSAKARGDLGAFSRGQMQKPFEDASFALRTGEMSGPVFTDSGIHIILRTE
BAZ2B block – qHTS Assay for Inhibitors of BAZ2B. hit rate 4.4% among 360,000. Potency, µM (series often up to 114 µM), for the others: at the top dose activity change, negative = inhibition, hits mostly inhibitors. AlphaScreen BAZ2B-H3K14Ac peptide displacement. Bromodomain adjacent to zinc finger domain protein 2B (Homo sapiens), Q9UIF8; further: on the % scale 0 is the no-effect control and ±100 the full control effect; nearly all actives have a fitted effect of over 60% in size
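BAZ2B (50 nM) with biotin-H3(5-23)K14Ac peptide (50 nM) in PBS pH 7.4, 0.01% Tween-20, preformed 30 min, then compound 30 min at room temperature; top concentration 110uM. AlphaScreen streptavidin donor/nickel chelate acceptor beads (10 ug/mL final), 20 min dark, signal read.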
The depositor's hits bear a star; i = inactive; ? = inconclusive; · = no result given; [ ] = dose if it differs, or a comment. Unless noted, the call rests on the fitted dose curve; in most records, active means well fitted curve in the direction sought with a large enough effect; inconclusive means small, poorly fitted or top-dose-only effect, or another doubt; inactive means no such curve, though single readings can be large; an effect the other way counts as inactive or inconclusive. Potency means the concentration at half of the fitted maximal effect. A portion of the library; the hit share may differ from the screen's.

molecule	BLM inh	GLS inhibitor	JMJD2A Tudor inh	HP1b chromo inh	POLI inh	G9a inh	Tb PGK inh	Pin1 inhibitor	BAZ2B block
CCCCCCCC1CC(=O)C=C(C)C1C(=O)OCC (centres undefined)	-10.1%	5.1%	69.0%[activator]	100.4%[activator]	10.8%	·	-0.6%	7.3%	26.4%
CC(=O)c1ccc(-c2ccc(C(=O)N(C)Cc3nc4ccccc4c(=O)[nH]3)o2)cc1	·	1.5%	-17.4%	39.7%[activator]	18.0%	?	-0.4%	2.6%	-2.7%
CC(C)CC(=O)NCc1nc2cccnc2n1Cc1ccccc1	-1.4%	2.7%	2.9%	23.5%[57 µM]	38.2%[activator]	-19.8%[59 µM]	-2.6%	4.0%	-0.6%
COCCSc1nnc(NC(=O)Cc2ccc(OC)cc2)s1	-3.9%	2.3%	-11.8%	53.4%[activator]	11.7%	-38.6%	-9.8%	-3.2%	-14.9%
Nc1nc(NC(=O)/C=C/c2ccccc2)nn1-c1ccccc1	0.2%	5.6%	-10.3%	31.6%	-9.6%	28.9%[59 µM]	2.0%	-1.1%	?
COC(=O)c1cc(COc2ccc3ccc(=O)oc3c2)c(C)o1	-2.0%	-1.1%	-7.1%	16.5%	5.3%	-16.6%[59 µM]	-7.8%	-1.4%	-25.7%
CCOC(=O)c1nnn(-c2nonc2N)c1CNc1ccc(C)c(Br)c1	-8.9%	9.9%	-24.7%	19.2%	40.2%[activator]	8.8%[12.7 µM]	i	-2.3%	-10.5%
N#Cc1ccc(NC(=O)COC(=O)c2ccc(F)c(S(=O)(=O)N3CCOCC3)c2)cc1	·	1.8%	-11.1%	30.3%	30.6%[activator]	?	-6.1%	5.3%	6.9%
CCC(=O)Nc1ccc2nn(-c3ccc(F)cc3)nc2c1	2.1%	-1.4%	-16.4%	28.3%	19.3%	·	-7.4%	3.2%	23.9%
CC(=O)n1cc([C@H]2C=C(C(=O)Nc3ccccc3)O[C@@H](OCc3ccc(CO)cc3)C2)c2ccccc21	-7.6%	12.2%	-16.7%	49.5%[activator]	12.9%	-3.1%[12.7 µM]	i	?	-16.6%
Cc1ccc2c(c1)oc(=O)n2CC(=O)c1ccccc1	-6.8%	5.4%	-2.5%	12.2%	302.4%[activator]	13.9%	-2.9%	3.8%	-9.2%
O=c1oc2c(CN3CCN(CCO)CC3)c(O)ccc2cc1-c1ccccc1	0.2%	6.7%	-3.9%	20.8%[57 µM]	-2.9%	27.4%[59 µM]	1.3%	-14.6%	0.3%
COc1cc(C(=O)NC2CCN(CC(=O)Nc3cccc(C)c3C)CC2)cc(OC)c1OC	-4.6%	-2.3%	?	25.2%	-20.9%	7.3%[59 µM]	-4.0%	-3.9%	-20.9%
O=C(Nc1cccc(S(=O)(=O)N2CCCCC2)c1)c1ccc([N+](=O)[O-])o1	-3.3%	1.2%	-1.5%[11.4 µM]	-7.7%	8.4%	?	-10.6%	-13.5%	·
Cc1cccc(Cc2c(C)nc3nc(SCC(=O)O)nn3c2C)c1	0.6%	-0.8%	-8.6%	69.4%[activator]	-18.3%	?	i	-12.3%	8.2%
O=C(Nc1cccc(O)c1)c1cc(-c2ccccc2F)no1	-9.3%	7.3%	?	-0.1%	20.0%	?	i	3.2%	-36.3%
Cc1cccc2c1cnn2C(=O)CCC(=O)NCC(C)c1ccccc1 (centres undefined)	-0.5%	-0.5%	4.2%	40.0%[activator]	33.7%[activator]	·	i	-3.3%	6.2%
COc1cc(OC)cc(-c2cc3cc(F)ccc3cn2)c1	·	15.1%	43.7%[activator]	64.5%[activator]	75.1%[activator]	·	-12.5%	-0.6%	·
CCCCCCC(=O)N/N=C/Cc1ccccc1	0.0%	23.1%	6.0%	34.8%	5.7%	-43.7%	-1.6%	3.1%	?
CCOC(=O)NC1(Nc2cccc(Cl)c2)Oc2ccccc2O1	3.9%	?	39.8µM*	?	25.1µM*	2µM*	-6.0%	44.8%[activator]	2.9%
CCCNC(=O)c1cc2c3ccccc3n(C)c2s1	-8.2%	1.3%	-11.7%	24.4%	34.0%[activator]	?	0.5%	2.9%	3.4%
O=C(COC(=O)c1c[nH]c(=O)[nH]c1=O)Nc1ccccc1Br	-5.2%	-4.3%	5.8%	52.9%[activator]	28.4%	0.5%	i	-5.2%	-10.2%
O=C(/C=C/c1ccc(Cl)c(Cl)c1)Nc1cccnc1	·	-13.9%	4.7%	17.4%	-18.9%	·	-3.7%	-2.6%	·
CN(C)c1nc(N)nc(N(c2ccccc2)c2ccccc2)n1	-1.6%	0.6%	-14.9%	25.6%	?	9.9%	5.3%	-3.2%	0.7%
CCCCc1c(O)nc(SCC(=O)N2CCOCC2)n(-c2ccccc2OC)c1=O	-0.8%	-3.9%	-8.3%	33.9%	19.8%	?	-3.6%	-1.5%	18.1%
Cc1cccc(/C=N/n2c(C3CCCCC3)n[nH]c2=S)c1	-9.2%	-21.8%	56.2µM*	-15.6%	?	2.51µM*	·	-4.9%	?
CCOC(=O)c1ccc(NC(=O)c2nc[nH]c2C(=O)N2CCc3ccccc3C2)cc1	-3.9%	-10.3%	-7.8%	52.0%[activator]	29.6%	-2.8%[12.7 µM]	-9.1%	-0.7%	1.6%
COCCOC(=O)c1c(NC(=O)CNC2CCCc3ccccc32)sc(C(N)=O)c1C (centres undefined)	-6.7%	-2.8%	-14.1%	-0.6%	69.1%[activator]	0.4%[59 µM]	i	3.3%	-0.4%
COc1ccccc1N1CCN(C(=O)c2cccc(NC3=NC4CS(=O)(=O)CC4S3)c2)CC1 (centres undefined)	-0.3%	-6.0%	-13.2%	29.4%	-0.5%	·	6.9%	-37.6%	15.2%
O=C(N/C(=C\c1ccc(Br)cc1)C(=O)N1CCCC1)c1ccccc1F	-9.8%	-3.5%	-13.7%	26.2%	147.1%[activator]	·	6.6%	-0.4%	-13.0%
Cc1ccc(NC(=O)C(=O)NCc2ccc(/C=N/NC(=O)c3c(C)nc4ccccn34)o2)cc1	-4.5%	3.7%	-17.4%	5.1%	164.1%[activator]	13.8%	-7.9%	-0.8%	-1.0%
COc1ccc(NC(=O)NNC(=O)c2ccc(-c3ccccc3)cc2)c(OC)c1	-7.3%	17.4%	-3.6%	36.0%	-14.9%	65.1%[activator]	i	1.3%	-15.3%
CC(C)CN(C(=O)COC(=O)CSc1ccc([N+](=O)[O-])cc1)C1CCS(=O)(=O)C1 (centres undefined)	·	5.4%	-20.7%	-4.0%	-6.0%	-35.6%	16.1%	4.2%	-1.4%
COc1ccc(CN(C)C(=O)C23CC4CC(CC(Cl)(C4)C2)C3)c(OC)c1OC	-4.1%	-3.0%	-0.4%	23.9%	14.7%	?	1.5%	0.0%	10.1%
CCOC(=O)[C@@H]1[C@H]2COc3ccc(Br)cc3[C@H]2N2C(=O)N(c3ccc(Cl)cc3)C(=O)[C@@]12C	-7.8%	-11.5%	-14.8%	16.0%	58.2%	14.9%	1.0%	-0.8%	-10.1%
CCn1c(=O)cc(SCC(=O)Nc2cc(Cl)ccc2OC)c2ccccc21	-4.7%	-0.9%	-7.4%	22.4%	12.8%	-7.3%[59 µM]	9.0%	45.1%[activator]	-26.9%
Cc1ccc(NCc2ccccc2-c2nnc(-c3ccccc3Cl)o2)cc1Cl	-2.9%	1.5%	-22.3%	30.8%	-3.5%	-37.6%[59 µM]	7.5%	-6.6%	-6.6%
Cc1cccc(NCc2ccc(Br)cc2)n1	-6.1%	-2.4%	-16.7%	100.1%[activator]	-1.9%	18.0%	i	-6.5%	-1.1%
CC(C)(C)c1ccccc1NC(=O)c1cnn2c(C(F)F)cc(-c3ccccc3)nc12	-3.2%	1.3%	-10.3%	14.3%	-15.5%	-22.2%[59 µM]	-7.8%	0.6%	?
c1cncc(C(c2nnnn2C2CCCCC2)N2CCCCC2)c1 (centres undefined)	-6.2%	4.7%	4.8%	33.6%	10.1%	0.3%	0.3%	0.4%	-3.7%
COC(=O)Cc1c(C(=O)OC)nnn1-c1cccc(C(F)(F)F)c1	-2.2%	0.0%	-2.0%	11.4%	22.2%	7.8%	-4.1%	1.6%	2.7%
COc1cc(S(=O)(=O)N2CCCCC2)ccc1NC=O	1.6%	0.7%	-9.5%	28.0%	-3.5%	-2.2%[59 µM]	1.5%	2.4%	5.5%
Cc1nc2ncnn2c(N2CCC(C(=O)NCC3CCCO3)CC2)c1Cc1ccccc1 (centres undefined)	·	-1.0%	0.0%	10.1%	0.6%[58.9 µM]	·	-6.0%	3.0%	·
